# rCAG binder: molecules binding r(CAG) RNA repeats | r(CAG) RNA repeat, TO-PRO-1 dye displacement fluorescence | 370,000 tested, 1.3% active | inhibition, % at 3 µM;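 active = inhibition above the plate cutoff, the mean of all test compounds on that plate plus 3 SD, cut at about 35% in these data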;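 also: 0% = DMSO alone and 100% = 100 µM mitoxantrone as full dye displacement; higher means more dye released from RNA so lower well fluorescence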
# HTRA1 inhibitor: inhibitors of human serine peptidase HTRA1; Q92743; recombinant HTRA1, FP-rhodamine activity-based probe, fluorescence polarization; inhibition, % at 5.96 µM; 340,000 tested, 0.5% active; in the data active = inhibition above about 36%;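 also: 0% = enzyme with DMSO and 100% = wells lacking enzyme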
# UHRF1 binding: UHRF1 methyl-DNA binding inhibition; 370,000 tested, 0.75% active; UHRF1 binding to methylated oligo, TR-FRET; Q96T88; inhibition, % at 4.4 µM; in the data active = inhibition above about 21%;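 also: UHRF1 SRA domain binding a hemimethylated CpG hairpin DNA probe; 0% = median of test compound wells and 100% = reference inhibitor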
# Target sequence (Q96T88 whole entry, looked up, the tested form may be a part): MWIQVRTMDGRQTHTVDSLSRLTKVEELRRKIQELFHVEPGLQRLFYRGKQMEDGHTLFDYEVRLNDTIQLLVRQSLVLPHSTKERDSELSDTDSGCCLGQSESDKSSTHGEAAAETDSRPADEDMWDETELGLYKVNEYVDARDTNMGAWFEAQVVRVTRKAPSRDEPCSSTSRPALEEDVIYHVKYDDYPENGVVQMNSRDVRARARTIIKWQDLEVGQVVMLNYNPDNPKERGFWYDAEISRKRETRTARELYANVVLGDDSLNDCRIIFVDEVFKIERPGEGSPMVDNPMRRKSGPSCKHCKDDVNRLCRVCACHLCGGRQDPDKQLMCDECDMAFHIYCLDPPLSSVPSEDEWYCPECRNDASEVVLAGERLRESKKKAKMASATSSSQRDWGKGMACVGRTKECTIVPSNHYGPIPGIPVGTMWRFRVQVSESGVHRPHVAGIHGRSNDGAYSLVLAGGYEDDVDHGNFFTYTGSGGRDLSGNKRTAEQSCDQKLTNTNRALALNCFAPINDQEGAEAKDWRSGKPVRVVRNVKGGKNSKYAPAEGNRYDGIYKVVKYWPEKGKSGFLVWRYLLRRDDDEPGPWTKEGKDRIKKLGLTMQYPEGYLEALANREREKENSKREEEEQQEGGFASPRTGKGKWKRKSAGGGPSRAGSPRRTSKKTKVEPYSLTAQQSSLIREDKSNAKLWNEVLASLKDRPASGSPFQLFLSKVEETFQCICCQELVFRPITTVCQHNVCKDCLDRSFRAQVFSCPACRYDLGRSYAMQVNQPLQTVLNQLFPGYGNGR
# LEDGF integ inh: blocks HIV-1 LEDGF/p75-dependent DNA integration; TR-FRET IN-LEDGF/p75 DNA integration, Eu/Cy5; 370,000 tested, 0.64% active; inhibition, % at 3.7 µM;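 active = inhibition above the screen-wide mean plus 3 SD, cut at about 13% in these data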;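 also: signal is the Cy5 over europium emission ratio at 671 and 618 nm; 0% = plate median of compound wells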
# PG9 Ab binder: binds the HIV-1 gp120 antibody PG9. TR-FRET gp120-PG9 antibody binding. inhibition, % at 6.7 µM. 360,000 tested, 0.43% active. AID 624416; in the data active = inhibition above about 8.5%
# ABHD4 inh: inhibitors of mouse ABHD4; Q8VD66; purified mABHD4, FP-Rh probe fluorescence polarization; inhibition, % at 8.92 µM; 370,000 tested, 0.54% active;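 active = inhibition exceeding the mean over every tested compound plus 3 SD, cut at about 30% in these data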;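 also: 0% = plate median of compound wells and 100% = S159A mutant with DMSO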
#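 Material: mouse ABHD4 enzyme, wild type; Benchmarks: S159A mutant high control, sample median low control; Buffer or medium: HEPES pH 7.0, NaCl, Pluronic buffer; Signal: fluorescence polarization; Read-out: percent inhibition of probe binding, normalized to plate controls; Timing: pre-incubation 45 min, probe exposure 60 min, at 25 °C; Dosing: 8.92 µM, single dose.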
# MBD2 inh: MBD2-methylated oligo binding inhibition. Q9UBB5. TR-FRET, MBD2 binding to methylated oligonucleotide. inhibition, % at 4.4 µM. 370,000 tested, 0.31% active; in the data active = inhibition above about 13%
# TCR CD3 inh: human TCR-CD3 binding inhibition; TAMRA-labeled TCR probe fluorescence, biochemical; inhibition, % at 9.4 µM; 360,000 tested, 0.37% active; AID 651800; in the data active = inhibition above about 19%;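 also: recombinant mutant TCR 2C K166C tagged with TAMRA read by polarization; 0% = receptor in buffer alone and 100% = receptor with positive control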
# PRMT1 FP inh: blocks human protein arginine methyltransferase 1. inhibition, % at 2.79 µM. AID 652257. Q99873. 370,000 tested, 1.3% active. recombinant PRMT1, activity-based probe fluorescence polarization;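 active = inhibition above about 21% made by adding two undisclosed values, limit read from the data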
# Rev-erbA mod: modulates human Rev-erb alpha binding to DNA | Rev-erbα–FITC-DNA binding, fluorescence polarization, 90 min | AID 1259318 | 370,000 tested, 0.79% active | activity, % at 10 µM | P20393;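 active = activity above about 14%, limit read from the data; passing the limit was not always enough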;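 also: 0% = DMSO wells with 35 nM protein and 100% = DMSO wells with 750 nM protein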
# Active calls of the source: *; · = no result given. This is a subset; rates above refer to the full screens.
SMILES	MBD2 inh	TCR CD3 inh	rCAG binder	HTRA1 inhibitor	PG9 Ab binder	Rev-erbA mod	UHRF1 binding	LEDGF integ inh	PRMT1 FP inh	ABHD4 inh
O=C(O)COc1ccccc1/C=N/NC(=O)CSc1nc2ccccc2n1Cc1ccc(Cl)cc1	0	4	60*	-27	-2.1	-1	-3	1	0	-20
CCCN(CCC)CCCNC(=O)C1CCN(S(=O)(=O)c2cccc3nsnc23)CC1	-8	9	-1	6	2.2	4	-2	-2	1	4
CCN(CC(=O)Nc1ccc2c(c1)OCCO2)C(=O)CC(NC(C)=O)c1ccccc1 (stereo not given)	2	5	-3	2	-0.6	6	0	1	0	-1
CCC(C)N1CCC(Oc2ccc(C(=O)NCc3ccccn3)cc2)CC1 (stereo not given)	0	6	-2	9	-2.0	3	4	6	-5	-1
Cn1c(=O)c2c(ncn2CC(=O)N2CCN(c3ccccc3)CC2)n(C)c1=O	3	-1	-3	4	-0.8	1	-2	1	-1	5
COc1ccccc1N1CCN(S(=O)(=O)/C=C/c2ccccc2)CC1	-5	10	-5	-7	0.9	4	3	-2	0	-5
CC(C)OCCCNC(=O)c1cc(Sc2ccc(F)cc2)nc2ccccc12	2	-3	-5	-9	17*	3	7	2	3	-11
Cc1cc(CNC(=O)Cc2ccc(F)cc2)c2ccccc2n1	-5	2	2	5	-0.1	-2	2	3	2	1
Cc1ccccc1CC1(CO)CCCN(Cc2ccccc2Cl)C1 (stereo not given)	2	4	-4	-15	-0.3	4	0	0	-1	3
CCOC(=O)c1c(NC(=O)CSc2nnnn2-c2ccccc2)sc2c1CC(C)(C)NC2(C)C	3	-2	-3	-26	-0.5	0	-2	5	-6	0
COCC(C)OC(=O)c1c(N)n(CCCN2CCOCC2)c2nc3ccccc3nc12 (stereo not given)	6	-2	-2	0	0.9	5	-4	-6	4	0
O=C(NCc1nc2ccccc2[nH]1)C1=C[C@H](c2ccc(Br)cc2)C[C@H](OCc2ccc(CO)cc2)O1	-3	-1	1	-67	-1.1	-3	-2	-1	-1	-34
NC(=O)c1ccc(N2CCN(S(=O)(=O)c3ccccc3)CC2)c([N+](=O)[O-])c1	-2	5	-1	5	0.0	0	2	8	-1	0
O=C(N/N=C/c1cccnc1)c1ccccc1	-2	-2	-1	-1	1.8	1	0	-2	-2	-1
CC(=O)OC1C(=O)N(Cc2ccccc2)C1c1ccc(C)cc1 (stereo not given)	-2	1	-8	3	0.1	0	4	-4	0	2
CCN(CC(=O)Nc1c(F)cccc1F)C(=O)c1cccnc1SC	-9	8	-4	2	-1.7	0	-2	-4	-2	-2
O=C(Nc1ccc(F)cc1)C1CCCN(S(=O)(=O)c2ccc3[nH]c(=O)ccc3c2)C1 (stereo not given)	0	1	6	-7	11*	-5	-3	3	-2	-2
CCOC(=O)c1cnn(C(=O)c2ccccc2)c1N	5	2	-2	22	-0.7	-2	-1	0	0	-1
Cc1cccc(Nc2nc(-c3ccncc3)cs2)c1	-3	-6	1	-12	-0.6	11	-3	0	3	17
Clc1cccc(Cc2c(-c3cccc(Br)c3)nc3ccc(Cl)cn23)c1	-3	2	45*	·	0.6	5	2	3	0	-79
COCCOC(=O)C1=C(C)N(Cc2ccccc2)C(=O)NC1c1cccc(OC)c1OC (stereo not given)	-2	1	-7	3	2.3	-4	-2	0	-1	-4
COc1cc(C(=O)NC(C)c2ccccc2)ccc1OCC(=O)N1CCOCC1 (stereo not given)	-1	2	0	5	-2.5	0	-3	3	-1	4
COc1cccc(NS(=O)(=O)CC23CCC(CC2=O)C3(C)C)c1 (stereo not given)	1	-3	6	0	-2.3	0	-2	-1	-1	3
O=Cc1cccn1-c1ccc(O)cc1	8	-10	-3	6	0.4	3	3	4	5	-10
COc1ccc(NC(=O)Cn2c(=O)cnc3ccccc32)cc1S(=O)(=O)N1CCCCC1	-1	1	7	7	-0.6	-1	-1	4	-3	-2
O=C(COc1ccc([N+](=O)[O-])cc1)N1CCc2ccccc2C1	3	-5	-3	-1	-1.0	2	-3	-5	3	0
Cc1cc(NC(=O)c2cc([N+](=O)[O-])cc([N+](=O)[O-])c2)n(-c2ccccc2)n1	2	7	3	5	-1.3	2	-1	0	-1	4
CCCC(=Nc1ccc(N)cc1)C1=C(O)C(C(=O)OC)C(C)(C)CC1=O (stereo not given)	3	67*	22	61*	-27	4	17	54*	16	79*
CC(=O)C1=C(C)N(Cc2ccccc2)C(=O)N[C@H]1c1cccs1	-5	-4	0	-11	0.5	0	-2	1	-2	3
COc1ccc(S(=O)(=O)Nc2cc(SCC(=O)O)c(O)c3ccccc23)cc1	-13	5	38*	34	-2.6	6	-1	21*	52*	49*
O=C(NN1C(=O)/C(=C/c2cccnc2)SC1=S)C(c1ccccc1)c1ccccc1	2	0	25	-5	-0.1	-5	-1	-1	10	-4
c1ccc(CSc2nnc(-c3ccco3)o2)cc1	-1	10	-2	-2	-0.8	4	3	4	0	-1
CCOC(=O)C1(Cc2ccccc2C(F)(F)F)CCN(C2CCC2)CC1	-1	3	-8	-4	-0.5	1	1	1	1	-4
O=C(Cn1nc(Cc2cccnc2)c2ccccc2c1=O)NCc1ccc(F)cc1	2	12	2	-1	-1.8	4	0	0	-1	2
CCC(=O)c1ccc(OC(=O)N2CCOCC2)cc1	0	-10	-2	3	-2.1	3	1	-5	-3	4
COc1ccc(OCc2cc(C(=O)NC(C)c3cnn(C)c3)no2)c(Cl)c1 (stereo not given)	-5	4	-5	-4	-1.2	-2	-3	1	-8	-10
O=C(NC1CCCC1)C1CCN(S(=O)(=O)c2ccccc2)CC1	4	-2	2	1	-0.6	12	1	-3	6	-1
CC(C)Nc1nc(NC(C)C)nc(Oc2ccc(=O)n(C)n2)n1	-1	-2	-2	-66	-0.5	2	-1	-2	-4	-2
COCCNC(=O)C1CCCN(C(=O)c2ccc(OC)c(F)c2)CC1 (stereo not given)	2	2	0	·	-0.3	3	-1	-1	-1	1
COc1ccccc1C(=O)NC(=O)COC(=O)c1ccc(NC(=O)CC#N)cc1	-1	0	11	0	0.5	1	-2	-1	1	0
O=c1c2ccccc2oc2cc(-c3ccc4[nH]ccc4c3)ccc12	4	-4	35*	-93	0.3	0	-2	2	1	-57
OCCN1CCN(Cc2cc(Br)cc(Br)c2O)CC1	3	0	0	0	0.4	-4	3	-4	2	2
CCc1cc(CNC(=O)c2ccc3nc(Cc4ccc(OC)c(OC)c4)oc3c2)on1	-8	2	-4	-3	-0.5	1	0	1	-4	-5
COc1cccc(N2C(=O)CC(N3CCC(C(N)=O)(N4CCCCC4)CC3)C2=O)c1 (stereo not given)	4	-11	3	-3	0.1	-4	5	1	54*	-8
COCn1c(=O)c2c(nc(SC3=NCCS3)n2Cc2ccccc2C)n(COC)c1=O	4	-4	-2	-7	-1.9	5	1	0	0	1
COC(=O)c1nn(-c2ccccc2)nc1-c1nn(-c2ccccc2)nc1C(=O)OC	-4	0	1	-7	0.1	2	-4	2	-1	-1
NC(=O)c1ccc(N2CCCCC2)c(N2C(=O)C3C4C=CC(C4)C3C2=O)c1 (stereo not given)	0	-2	3	2	0.8	3	1	-2	-3	0
COc1ccc(CNC(=O)C2(CC3CC(c4ccccc4)=NO3)CCN(C(=O)OC(C)(C)C)CC2)cc1 (stereo not given)	-5	2	0	-20	-0.3	0	0	0	1	-3
CCCCCN1C(C)=CC(=C(C#N)C#N)C=C1C	3	-2	-2	0	-1.2	-4	0	2	2	-1
Cn1nnnc1NC(=O)c1ccccc1Cl	0	4	1	4	-1.3	-2	-2	-2	1	1
Cc1cc(C)n2nc[n+](C)c2n1	-3	-8	1	-7	-0.4	1	5	2	-1	-13
S=C(Cc1ccc(-c2ccccc2)cc1)N1CCOCC1	-1	-4	-7	·	-0.3	11	6	2	-6	-17
O=C(c1ccco1)N1CCN(c2ccc(F)cc2)CC1	3	1	-4	6	0.1	3	-1	-3	-4	-3
CC(=O)c1ccccc1C(=O)N1CCCC(CNC(=O)c2ccc(F)cc2)C1 (stereo not given)	-5	2	2	5	-0.5	7	-1	1	0	4
Cc1cccc(Oc2cnn(C(C)(C)C)c(=O)c2Cl)c1	1	5	-7	-8	-0.2	3	1	-6	0	-1
C1=C(c2cn(-c3nc4ccccc4s3)nn2)CCCC1	3	-6	11	·	-0.8	-6	7	4	-1	-1
O=C1CC(C(F)(F)C(F)(F)C(F)(F)C(F)(F)F)=Nc2ccccc2N1	3	4	-8	5	-1.4	3	-1	-3	2	-8
CC/C(=N/N=C(\CC)c1ccccc1)c1ccccc1	1	0	0	8	1.2	3	3	-4	5	10
Cc1nn(Cc2ccc(Cl)c(Cl)c2)c(C)c1NC(=O)c1sc2ccccc2c1Cl	-2	7	2	-10	0.8	19	-2	0	-2	-7
CC12CC(NC(=O)N1CCc1ccccc1)c1cc(Cl)ccc1O2 (stereo not given)	3	8	-3	-4	-0.9	-4	0	-3	0	2

# Single entries from the list:
# O=C1CC(C(F)(F)C(F)(F)C(F)(F)C(F)(F)F)=Nc2ccccc2N1 – PRMT1 FP inh: 2
# CCCCCN1C(C)=CC(=C(C#N)C#N)C=C1C – rCAG binder: -2

# Continued.
SMILES	MBD2 inh	TCR CD3 inh	rCAG binder	HTRA1 inhibitor	PG9 Ab binder	Rev-erbA mod	UHRF1 binding	LEDGF integ inh	PRMT1 FP inh	ABHD4 inh
N#Cc1ccsc1NC(=O)COC(=O)c1cc2ccccc2cc1O	3	3	17	-13	-1.2	-3	-5	4	-2	-13
Cc1ccc(C(CNS(=O)(=O)c2ccc([N+](=O)[O-])cc2)N2CCN(C)CC2)cc1 (stereo not given)	-5	12	-7	2	0.3	-6	-1	3	-6	7
COc1ccc(-c2c(-c3ccccc3)n(C)c3ccccc23)cc1	7	-4	6	3	-0.7	11	11	0	3	2
CCOC(=O)c1nsnc1NCCSC(=N)N	1	-1	-1	5	-1.9	-10	1	-2	2	-4
COc1ccc(CN([C@H](CO)CC(C)C)S(=O)(=O)N(Cc2ccccc2)[C@H](CO)CC(C)C)cc1	-5	0	-4	-81	-2.9	-1	-3	-1	2	-44
Cc1cc(S(=O)(=O)N2CCCC2)ccc1OCC(=O)Nc1ccccc1	-1	3	-5	-2	-0.1	1	1	4	-2	-1
COc1ccc2c(c1)c1ncn(CCN3CCCC3)c(=O)c1n2C	1	-6	4	2	-0.5	-1	12	1	-4	-31
CC(C)Sc1nnc(NC(=O)C2CC2)s1	2	1	2	7	-1.7	-1	-3	3	-3	0
Cc1cccnc1NC(=O)c1cccc(S(=O)(=O)NCc2ccccc2)c1	5	4	-1	4	-2.9	2	1	-2	-2	-2
O=C(Cn1c(Cn2c(-c3cnccn3)nc3ccccc32)nc2ccccc21)c1ccc(OC(F)(F)F)cc1	0	-1	2	·	1.6	0	-1	-1	-2	0
Cn1c2ccccc2c(=O)c2c(O)cccc21	4	-1	4	-2	1.9	-5	-3	1	9	-4
